# MsrA inh: bovine MsrA inhibition; purified bovine MsrA, absorbance read-out; inhibition, % at 15.5 µM; 360,000 compounds, 0.75% hits; in the data active = inhibition above about 4.5%;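 note: 0% = vehicle wells with enzyme and 100% = reference inhibitor wells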
# TbMetRS inhib: blocks T. brucei methionyl-tRNA synthetase activity; AID 624268; purified T. brucei MetRS, ATP depletion, Kinase-Glo luminescence; 360,000 compounds, 0.4% hits; inhibition, % at 11.9 µM;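 active = inhibition above a per-plate cutoff of the control wells' mean inhibition plus 3 SD, cut at about 5.5% in these data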;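 note: 0% = DMSO wells median and 100% = median of wells with control inhibitor compound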
#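 Material: T. brucei methionyl-tRNA synthetase, purified; reagent: substrates ATP, L-methionine and bulk Escherichia coli tRNA; dosing: 11.9 µM single point; timing: 15 min plus 2 h at 25 °C; detection: luminescence of leftover ATP; evaluation: % inhibition; control set: DMSO-only wells as low control; replicates: singlicate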
# Rin1 Abl inh: human Rin1-Abl interaction inhibition; P00519+Q13671; TR-FRET Rin1/Abl binding, biochemical; inhibition, % at 7.35 µM; 360,000 compounds, 0.4% hits; AID 588664; in the data active = inhibition above about 5%, passing the limit was not always enough
# CSN inh: blocks human CSN-mediated cullin deneddylation | Q92905 | Purified CSN, SCF-Nedd8-OG deneddylation, fluorescence polarization | inhibition, % at 12.5 µM | 360,000 compounds, 0.38% hits | AID 651999;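 active = pattern-corrected inhibition above about 35%, with an unprinted fluorescence ratio check between 0.5 and 1.5, limit read from the data, passing the limit was not always enough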;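 note: 0% = enzyme with substrate and 100% = substrate without enzyme; some results filed as inactive read as strong as hits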
#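 Detection – fluorescence polarization · System – HEK293T-derived human Csn5 enzyme · Controls – substrate-only high control, full reaction low control · Timing – 90 min, room temperature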
# MLLE-PAM2 inh: inhibitors of microRNA-mediated deadenylation, human PABP1 MLLE binding; GST-MLLE / FITC-PAM2 fluorescence polarization; inhibition, % at 20 µM; 360,000 compounds, 0.36% hits; P11940; in the data active = inhibition above about 35%, passing the limit was not always enough;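 note: plate controls were DMSO wells with GST-MLLE for no effect and wells lacking GST-MLLE protein for full effect; some results filed as inactive read as strong as hits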
# Neddylation inh: inhibitors of human cullin neddylation | 360,000 compounds, 0.58% hits | P61081+Q13564 | TR-FRET cullin neddylation, biochemical | calls only at 25 µM; in the data active = inhibition above about 36%
# E coli Lon inh: inhibits E. coli Lon protease; inhibition, % at 7.94 µM; P0A9M0; 360,000 compounds, 0.42% hits; purified E. coli Lon protease, fluorescence polarization; in the data active = inhibition above about 13%, passing the limit was not always enough;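 note: 0% = enzyme with probe and DMSO and 100% = no enzyme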
# Target sequence (P0A9M0 whole entry, looked up): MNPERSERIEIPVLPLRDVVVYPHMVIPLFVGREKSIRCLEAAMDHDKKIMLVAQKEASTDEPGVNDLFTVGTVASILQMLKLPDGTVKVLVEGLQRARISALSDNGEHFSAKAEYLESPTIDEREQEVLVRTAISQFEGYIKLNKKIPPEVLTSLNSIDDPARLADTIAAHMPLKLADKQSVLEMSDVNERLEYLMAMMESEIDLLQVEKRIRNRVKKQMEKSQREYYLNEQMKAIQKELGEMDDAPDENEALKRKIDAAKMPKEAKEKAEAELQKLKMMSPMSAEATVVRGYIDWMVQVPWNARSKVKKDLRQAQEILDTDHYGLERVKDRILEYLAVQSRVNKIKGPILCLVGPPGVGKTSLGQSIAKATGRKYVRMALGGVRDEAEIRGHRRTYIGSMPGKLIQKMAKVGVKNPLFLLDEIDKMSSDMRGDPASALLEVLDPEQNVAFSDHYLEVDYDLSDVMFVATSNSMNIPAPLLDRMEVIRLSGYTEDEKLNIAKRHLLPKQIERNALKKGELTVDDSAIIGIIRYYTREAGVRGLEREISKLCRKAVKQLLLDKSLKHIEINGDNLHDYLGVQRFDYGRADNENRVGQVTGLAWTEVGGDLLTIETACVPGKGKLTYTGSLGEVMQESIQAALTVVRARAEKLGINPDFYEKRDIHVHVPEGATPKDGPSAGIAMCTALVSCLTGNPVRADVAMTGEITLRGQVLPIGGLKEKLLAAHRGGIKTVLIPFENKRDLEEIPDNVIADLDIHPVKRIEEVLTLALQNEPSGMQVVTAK
# FAS-TE inh: blocks the thioesterase domain of human fatty acid synthase; recombinant FAS-TE, OMFH fluorogenic substrate, fluorescence endpoint; inhibition, % at 15 µM; 360,000 compounds, 0.67% hits; AID 602261;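 active = compounds whose normalised, plate-corrected inhibition of enzyme fluorescence in the single-dose primary screen is 50% or more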;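 note: 0% = DMSO with enzyme and 100% = substrate without enzyme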
# MsrA act: activators of bovine methionine sulfoxide reductase A; activation, % at 10.6 µM; purified bovine MsrA, absorbance read-out; 360,000 compounds, 0.3% hits; in the data active = activation above about 7.5%;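 note: 0% = vehicle and 100% = reference activator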
# Active calls of the source: *; i = inactive; x = not tested or not shown.
SMILES,MsrA inh,TbMetRS inhib,Rin1 Abl inh,CSN inh,MLLE-PAM2 inh,Neddylation inh,E coli Lon inh,FAS-TE inh,MsrA act
C#CCn1cnc2c(oc3ccccc32)c1=O,x,-0.1,2,-1,13,i,3,-4,-3
Cc1ccc(S(=O)(=O)N(CC(=O)N2CCCCC2)c2cccc(C)c2)cc1,-1.6,-0.9,0,1,2,i,0,3,1
Cc1ccc(-c2c[n+](Cc3ccc(Cl)cc3)c3n2CCC3)cc1,-0.8,0.3,0,1,-10,i,2,0,-2
COc1ccc(/C=N/NC(=O)CSc2ccccn2)cc1OC,-0.4,-0.4,0,4,1,i,-4,-2,-4
CCn1c2ccccc2c2cc(/C=N/n3cn[nH]c3=S)ccc21,3.3,0.1,2,-4,-25,i,7,8,0
Cc1ccc(CNC(=O)CCNC(=O)c2ccco2)cc1,-0.3,-0.1,4,-3,3,i,-3,-11,0
CS(=O)(=O)N(CC(=O)N1CCc2ccccc2C1)Cc1ccc(F)cc1,0.6,0.3,0,6,-11,i,2,3,1
Cc1ccc(Nc2nnc(SCC(=O)Nc3cccc(S(=O)(=O)NC4=NCCCCC4)c3)s2)cc1,0.7,-1.1,0,-3,-37,i,3,4,-7
O=C(c1ccc(Cn2cc(Cl)cn2)cc1)N1CCN(c2ccccc2)CC1,-0.8,0.0,0,0,10,i,-5,5,-1
CCCOc1cccc(NC(=O)c2cc(C)oc2C)c1,-1.0,-0.6,0,-3,-2,i,-16,7,-1

# Laid out differently: results already given.
# Second line of a record – MsrA inh	TbMetRS inhib	Rin1 Abl inh	CSN inh	MLLE-PAM2 inh	Neddylation inh	E coli Lon inh	FAS-TE inh	MsrA act
Cc1ccc(Nc2nnc(SCC(=O)Nc3cccc(S(=O)(=O)NC4=NCCCCC4)c3)s2)cc1
    0.7	-1.1	0	-3	-37	i	3	4	-7
Cc1ccc(CNC(=O)CCNC(=O)c2ccco2)cc1
    -0.3	-0.1	4	-3	3	i	-3	-11	0
C#CCn1cnc2c(oc3ccccc32)c1=O
    x	-0.1	2	-1	13	i	3	-4	-3
Cc1ccc(S(=O)(=O)N(CC(=O)N2CCCCC2)c2cccc(C)c2)cc1
    -1.6	-0.9	0	1	2	i	0	3	1
CS(=O)(=O)N(CC(=O)N1CCc2ccccc2C1)Cc1ccc(F)cc1
    0.6	0.3	0	6	-11	i	2	3	1
CCCOc1cccc(NC(=O)c2cc(C)oc2C)c1
    -1.0	-0.6	0	-3	-2	i	-16	7	-1

# The list continues.
SMILES,MsrA inh,TbMetRS inhib,Rin1 Abl inh,CSN inh,MLLE-PAM2 inh,Neddylation inh,E coli Lon inh,FAS-TE inh,MsrA act
Cc1cc(C)nc(SCCCNCc2ccc(Br)cc2)n1,-0.4,0.6,-2,0,13,i,9,-5,-3
COc1cc(OC)cc(-c2nnc(Nc3nc4c(F)cccc4s3)o2)c1,2.4,-0.4,-7,12,-1,x,-1,16,-2
Fc1cccc(F)c1-c1nc2c(s1)CCc1onc(-c3ccc(Br)cc3)c1-2,-1.4,-0.2,2,-2,9,i,-2,12,-1
Cc1cc(C)c(C)c(S(=O)(=O)N2CCN(C(=S)NCC3CCCO3)CC2)c1C (stereo not drawn),-0.4,0.8,-1,-4,-125,i,3,4,-2
COc1ccccc1Nc1ncccc1C(=O)O,0.8,0.2,-2,-2,11,i,-8,-7,-5
O=C(CN1CCN(c2ccc([N+](=O)[O-])cc2)CC1)Nc1nccs1,1.2,-0.2,-5,1,8,i,-12,-7,-4
COc1ccc(NC(=O)CCn2nc(C)cc2C)cc1,-0.4,-0.4,4,-1,-7,i,-3,-5,-3
Cc1ccc(N2C(=O)CC(NNc3nc4ccccc4s3)C2=O)cc1C (stereo not drawn),0.7,-0.7,-1,4,-2,i,-3,-1,-1
COc1cc2cccc(OC)c(=O)c2c(O)c1OC,2.2,-0.1,-4,5,1,i,5,4,-4
Cc1ccc(CNC(=O)C2CCN(S(=O)(=O)c3cccs3)CC2)cc1,0.5,-0.6,1,1,5,i,-11,2,-6

# Arranged by value in MsrA act (lowest first): some entries from above
compound | MsrA act
Cc1ccc(CNC(=O)C2CCN(S(=O)(=O)c3cccs3)CC2)cc1 | -6
O=C(CN1CCN(c2ccc([N+](=O)[O-])cc2)CC1)Nc1nccs1 | -4
COc1ccc(NC(=O)CCn2nc(C)cc2C)cc1 | -3
COc1cc(OC)cc(-c2nnc(Nc3nc4c(F)cccc4s3)o2)c1 | -2
Cc1ccc(N2C(=O)CC(NNc3nc4ccccc4s3)C2=O)cc1C (stereo not drawn) | -1

# The listing picks up, starting four compounds before the break.
SMILES,MsrA inh,TbMetRS inhib,Rin1 Abl inh,CSN inh,MLLE-PAM2 inh,Neddylation inh,E coli Lon inh,FAS-TE inh,MsrA act
COc1ccc(NC(=O)CCn2nc(C)cc2C)cc1,-0.4,-0.4,4,-1,-7,i,-3,-5,-3
Cc1ccc(N2C(=O)CC(NNc3nc4ccccc4s3)C2=O)cc1C (stereo not drawn),0.7,-0.7,-1,4,-2,i,-3,-1,-1
COc1cc2cccc(OC)c(=O)c2c(O)c1OC,2.2,-0.1,-4,5,1,i,5,4,-4
Cc1ccc(CNC(=O)C2CCN(S(=O)(=O)c3cccs3)CC2)cc1,0.5,-0.6,1,1,5,i,-11,2,-6
COc1ccc(C(=O)Nc2c3c(nn2C(C)(C)C)CS(=O)(=O)C3)cc1OC,0.3,-0.4,-3,7,5,i,-1,-6,1
Cc1[nH]c(=O)[nH]c(=O)c1S(=O)(=O)Nc1ccc(Cl)c([N+](=O)[O-])c1,-0.9,0.6,-1,12,-2,i,-1,3,-1
C=CCNC(=O)/C(=C/c1cccc([N+](=O)[O-])c1)NC(=O)c1ccccc1,0.0,0.0,0,-5,3,i,-4,8,-2
COc1ccc([N+](=O)[O-])cc1NC(=O)CC(c1ccccc1)c1ccccc1,0.3,0.4,-1,-5,5,i,-4,62*,-4
C=CC[C@H](CC(=O)NCCO)C(=O)N[C@H](COC(=O)[C@@H](CC=C)Cc1ccc(F)cc1)C(C)(C)C,-0.9,0.3,1,-6,13,i,-2,1,-1
Cc1csc(NC(=O)c2ccc(COc3ccccc3)o2)n1,1.3,-0.3,5,-2,-3,i,4,4,-4
Nc1cc(N2CCCCC2)c(Cl)cc1[N+](=O)[O-],-0.4,0.2,-7,5,-7,i,4,8,-2
CCC1(c2ccccc2)NC(=O)N(CC(=O)NNC(=O)CCN2CCN(c3ccccc3)CC2)C1=O (stereo not drawn),0.4,-0.3,7,-2,-11,i,4,-3,-5
Cc1ccccc1Cn1c([N+](=O)[O-])cnc1C,1.3,0.2,-1,1,-5,i,-4,-3,-4
CCCCc1c(O)nc(SCC(=O)NCC2CCCO2)[nH]c1=O (stereo not drawn),-0.5,-0.6,2,3,20,i,8,-7,-2
C/C(CC(=O)NC1CCCC1)=N\NC(=O)C1CCCCC1,0.3,-0.4,-1,0,-10,i,-14,-5,-3
Cc1ccc(NC(=O)c2cc(S(=O)(=O)N3CCCCC3)c[nH]2)cc1C,0.5,0.2,1,-3,8,i,-6,-8,1
COc1cccc(C2/C(=C(/O)c3ccc4c(c3)CC(C)O4)C(=O)C(=O)N2CCCn2ccnc2)c1 (stereo not drawn),1.3,-0.6,-2,0,1,i,2,-3,-8
COc1ccccc1OCCC(=O)Nc1ccc2c(c1)OCO2,0.1,-0.1,-3,-4,-5,i,1,-2,-6
COc1ccc(NS(=O)(=O)c2cccc(C(=O)N3CCCCCCC3)c2)cc1,-0.5,0.0,0,6,-1,i,4,-4,-2
CN1CCC(N(C)C(=O)c2cc(=O)c3ccccc3o2)CC1,0.9,0.7,1,-1,3,i,-5,-2,-4
COc1ccc(C2(c3ccc(OC)cc3)NC(=O)N(CC(=O)N(C)c3ccccc3)C2=O)cc1,-0.9,-0.2,0,5,11,i,2,12,-5
COc1ccc(NC(=O)C2CCCN(S(=O)(=O)c3cccnc3)C2)cc1OC (stereo not drawn),0.7,-0.8,-1,-1,1,i,-5,-6,-3
O=C(Nc1cccc(C(=O)N2CCCC2)c1)c1ccccc1,0.7,-0.5,-2,2,4,i,-6,-7,0
O=C(Nc1cc(Cl)ccc1O)C1CC(c2ccccc2Cl)=NO1 (stereo not drawn),0.0,1.1,2,5,-13,i,1,17,1
CCOC(=O)Cn1c(=O)oc2cc(S(=O)(=O)NC3CCCCC3)ccc21,x,0.0,0,5,-1,i,-8,-3,-1
CC(=O)c1cnc2cc(-c3ccc(Cl)cc3)nn2c1C,-0.7,-0.9,-1,2,-4,i,-1,6,-1
Cc1csc(=NC(=O)c2ccccc2)n1CCO,4.1,0.0,-1,0,-2,i,-4,-8,-7
COC(=O)c1ccc(NC(=O)C(=O)N2CCN(C(=S)Nc3ccc(C)cc3)CC2)cc1,0.1,-0.2,0,0,-96,i,-8,1,-1
COCCNCC(=O)Nc1ccc(OC(F)(F)F)cc1,0.4,0.1,-1,8,2,i,2,-5,-1
COc1ccc(CNC(=O)CCc2nnc3ccc(NCCCN4CCCC4=O)nn23)cc1,-1.1,0.1,2,-1,2,i,-5,-9,-2
CCc1c(C)nc(SCC(=O)Nc2cccc(Br)c2)[nH]c1=O,0.9,0.3,5,0,4,i,-1,2,-3
COc1ccc(-c2nc(CCNC(=O)c3cccs3)cs2)cc1,1.6,0.0,-2,4,2,i,2,4,0
COc1cc(/C=C2/CC(C)OC2=O)c([N+](=O)[O-])cc1OC (stereo not drawn),2.0,-2.1,-3,-3,-1,i,7,2,-7
CN1CCN(S(=O)(=O)c2ccc(Sc3nnnn3-c3ccccc3)c([N+](=O)[O-])c2)CC1,0.1,-0.4,-1,-8,-77,i,-7,-1,1
CCCc1cc(=O)oc2cc(OCC(=O)NCC3CCC(C(=O)O)CC3)ccc12 (stereo not drawn),2.3,-0.1,-2,-5,-9,i,1,-4,-1
CCOC(=O)c1[nH]c2ccc(OC)cc2c1NS(=O)(=O)c1ccc(Cl)s1,1.0,-0.3,2,-1,-18,i,-6,16,-1
OCCOc1ccc(CN2CCCC(N3CCN(c4ccc(F)cc4)CC3)C2)cc1 (stereo not drawn),0.4,-0.5,0,4,-2,i,-3,-3,-2
COc1ccc(C(=O)Nc2ccccc2C(=O)NC(C(=O)NCc2ccco2)C(C)C)cc1 (stereo not drawn),-0.9,-1.0,-3,12,1,i,1,-8,-3
C=CCSc1nnc(-c2ccc([N+](=O)[O-])cc2)o1,2.2,-1.1,1,3,-60,i,0,10,-11
Cc1cc(-c2nnc3n2N=C(C(C)(C)C)CS3)n[nH]1,1.9,0.4,-5,3,-28,i,5,-4,-2
